HKDC1 inh: HKDC1 (human) hexokinase inhibition; Q2TB90; 340,000 compounds, 0.16% hits; recombinant HKDC1, G6PDH/diaphorase resazurin coupled fluorescence; inhibition, % at 20 µM;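 active = inhibition above about 35% when tested at 20 µM, limit read from the data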;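 note: plate controls were DMSO wells with enzyme for no effect and DMSO wells lacking enzyme for full effect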
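Test system: recombinant HKDC1 (HK5) hexokinase enzyme, produced in-house / Doses: 20 µM test compound, 1% DMSO / Timing: 90 min, room temperature / Detection: G6PDH/diaphorase-coupled fluorescence, 1 mM NADP, 100 µM resazurin, 525/613 nm / Control set: DMSO wells with and without enzyme mix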
ATG4B inh: ATG4B (human) cysteine protease inhibition | Q9Y4P1 | ATG4B cleavage of LC3-PLA2, NBD-HPC fluorescence, 1 h | inhibition, % at 8.33 µM | 340,000 compounds, 0.51% hits; in the data active = inhibition above about 40%
Target sequence (Q9Y4P1 whole entry, looked up): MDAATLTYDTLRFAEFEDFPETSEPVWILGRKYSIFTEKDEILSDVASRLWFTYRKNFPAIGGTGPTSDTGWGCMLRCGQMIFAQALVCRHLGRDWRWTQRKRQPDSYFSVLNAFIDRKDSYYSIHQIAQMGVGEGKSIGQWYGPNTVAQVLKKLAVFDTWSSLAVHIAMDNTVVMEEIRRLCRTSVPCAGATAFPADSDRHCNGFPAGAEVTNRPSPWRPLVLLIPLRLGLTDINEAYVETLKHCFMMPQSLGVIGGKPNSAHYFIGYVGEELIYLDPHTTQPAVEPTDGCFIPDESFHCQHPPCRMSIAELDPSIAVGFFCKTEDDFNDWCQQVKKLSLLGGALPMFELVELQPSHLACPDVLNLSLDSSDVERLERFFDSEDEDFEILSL
SENP8 inh: blocks human SENP8 cleavage of Nedd8 substrate | recombinant SENP8, Nedd8 substrate fluorescence | inhibition, % at 20 µM | 360,000 compounds, 0.64% hits; in the data active = inhibition mostly above about 40%, no sharp cut-off; inactive = mostly below about 27%
Target sequence (Q96LD8 whole entry, looked up): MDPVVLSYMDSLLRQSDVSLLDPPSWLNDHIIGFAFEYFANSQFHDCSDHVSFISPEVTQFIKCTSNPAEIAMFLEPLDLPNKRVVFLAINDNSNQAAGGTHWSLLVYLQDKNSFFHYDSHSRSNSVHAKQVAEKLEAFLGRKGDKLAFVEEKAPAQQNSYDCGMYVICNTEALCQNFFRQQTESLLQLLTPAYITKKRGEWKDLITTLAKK
SENP6 inh: blocks the human protease SENP6; inhibition, % at 10 µM; Recombinant SENP6 catalytic domain, aminoluciferin luminescence; Q9GZR1; AID 2599; 330,000 compounds, 1.8% hits;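 active = inhibition above about 50% at the single tested dose, limit read from the data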;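 note: plate controls were DMSO wells with enzyme for no effect and DMSO wells lacking enzyme for full effect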
SENP7 inh: inhibitors of human SENP7 protease; Q9BQF6; recombinant SENP7, Z-RLRGG-aminoluciferin luminescence, 40 min; inhibition, % at 5 µM; 330,000 compounds, 1.5% hits;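 active = inhibition above about 50% at the single test dose, limit read from the data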;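 note: plate controls were DMSO with enzyme for no effect and no enzyme buffer wells for full effect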
Target sequence (Q9BQF6 706-1050 limits assumed): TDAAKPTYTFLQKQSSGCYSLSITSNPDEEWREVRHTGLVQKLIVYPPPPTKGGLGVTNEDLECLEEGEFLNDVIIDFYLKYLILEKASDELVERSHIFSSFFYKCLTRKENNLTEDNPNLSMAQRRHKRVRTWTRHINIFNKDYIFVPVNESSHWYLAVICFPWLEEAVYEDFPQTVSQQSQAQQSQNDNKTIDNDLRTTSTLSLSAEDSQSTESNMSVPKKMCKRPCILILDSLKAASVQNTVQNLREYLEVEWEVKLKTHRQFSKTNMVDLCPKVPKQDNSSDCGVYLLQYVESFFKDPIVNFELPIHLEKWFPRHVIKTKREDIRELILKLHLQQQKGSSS
MPTP inh: inhibitors of mitochondrial permeability transition pore; inhibition, % at 10 µM; 360,000 compounds, 1.4% hits; isolated mouse mitochondria, Ca2+ swelling absorbance, 30 min;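 active = inhibition of 50% or more, scaled per plate between neutral and stimulator controls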;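 note: 0% = DMSO wells given calcium and 100% = 1 mM EGTA wells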
NR3A LBD binder: modulators (binders) of human NR3A ligand-binding domain. NR3A LBD differential scanning fluorimetry, Tm shift; 0% = protein alone, 100% = glycine-bound protein. Tm shift relative to glycine control, % at 25 µM. 340,000 compounds, 2.5% hits;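 active = melting temperature shift of at least 10% of the positive control shift, at one fixed dose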
PfGluPho inh: PfG6PD (Plasmodium falciparum) enzyme inhibition; PfGluPho enzyme, NADPH resazurin-diaphorase fluorescence; inhibition, % at 20 µM; 350,000 compounds, 0.78% hits; AID 504690;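 active = inhibition reaching at least a set limit at 20 µM in the primary screen, cut at about 59% in these data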;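 note: 0% = DMSO wells with substrate and 100% = DMSO wells lacking glucose-6-phosphate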
An asterisk follows results filed as active; x = no result given.

SMILES	HKDC1 inh	ATG4B inh	SENP8 inh	SENP6 inh	SENP7 inh	MPTP inh	NR3A LBD binder	PfGluPho inh
CC(Oc1ccc(F)cc1)C(=O)Nc1ccc(S(=O)(=O)NC2=NCCCCC2)cc1 (stereo not drawn)	-9	1	3	1	-1	-1.9	0	0
Cc1ccc(NS(=O)(=O)c2cccc(C(=O)N3CCOCC3)c2)cc1	-10	-10	8	2	-2	-2.5	1	-3
COc1ccc(CCNC(=O)CCN2C(=O)c3cccc4cccc(c34)C2=O)cc1OC	-6	8	-53	-2	1	-0.4	-1	32
CSc1nnc(C)c(/C=C/NOCc2cccc(F)c2)n1	10	-8	40*	20	2	-0.9	2	10
COc1ccc(NC(=S)N2CCCC2c2ccc(OC)c(OC)c2)cc1 (stereo not drawn)	0	10	4	-28	-8	1.7	0	-15
Cc1cc2c(n1-c1ccc(C(N)=O)cc1)CC(C)(C)CC2=O	7	3	10	7	-1	2.6	-1	-14
CCn1cc(CN2CCC(C(=O)Nc3cccc(-c4cccc(F)c4)c3)CC2)cn1	-2	-3	4	-17	-8	-0.5	-1	1
COC(=O)C(Cc1ccccc1)NC(=O)CNC(=O)c1ccc(Br)o1 (stereo not drawn)	-6	-3	6	-31	-9	-0.5	1	-11
CC(NC(=O)C(c1ccccc1)c1ccccc1)C(=O)N1CCCCC1 (stereo not drawn)	2	-2	8	1	2	-1.5	-1	3
Cc1cc(C)nc(NCCCc2ccccc2)n1	0	-10	13	1	3	-1.6	-2	-8
CCOC(=O)c1c(C)[nH]c(O)c1C=Nc1ccccc1	3	-15	17	18	12	1.6	-1	5
COC(=O)c1cc(NC(=O)Nc2cc(OC)ccc2OC)cc(C(=O)OC)c1	8	-23	-1	7	-2	13	7	16
CN1CCN(c2ccccc2NC(=O)c2ccc3c(c2)OCCO3)CC1	-2	-6	7	0	-2	-0.4	1	6
Cc1ccc2cc(C(c3nnnn3Cc3ccccc3)N3CCN(c4ccccc4)CC3)c(=O)[nH]c2c1 (stereo not drawn)	5	-10	-36	-9	-3	2.4	3	18
Cc1cc(C)c(NC(=S)NCC2CCN(C(C)c3ccccc3)C2)c(C)c1 (stereo not drawn)	-9	25	5	14	-4	1.7	2	84*
Cc1cc(C(=O)NC2CCCc3c2cnn3-c2cccc(C)c2C)n(C)n1 (stereo not drawn)	2	17	5	3	15	90*	1	-3
Cc1cccc(C(=O)NNC(=O)CN2C(=O)c3ccccc3C2=O)c1	-11	-6	4	-1	-3	-1.3	0	8
COc1cc(CN2CCc3c([nH]c4ccccc34)C2)cc(OC)c1	-4	-2	-141	-10	5	-1.8	-1	15
CC[C@H](C)[C@H](NC(=O)OCc1ccccc1)C(=O)OCC(=O)N1CCN(c2ccc(OC)cc2)CC1	-1	-6	11	x	x	0.8	7	14
COc1ccc(C2NN=C(c3c[nH]c4ccccc34)C2O)cc1 (stereo not drawn)	-2	8	-87	-35	-1	0.5	8	34
Cc1ccc(NC(=O)c2nc3nccc(C)n3n2)c(C)c1	-7	-12	8	-16	-4	5.2	-1	-15
Cc1cccc(OCC(=O)Oc2ccc(Cl)cc2)c1	-6	-3	24	-11	-1	2.7	-1	9
Cc1ccc(Cl)cc1NC1=NC(=S)N(C(C)C)C12CCCCC2	2	-7	17	-7	-8	2.2	-2	4
N#CCCN(C(=S)NC(=O)c1ccco1)c1ccccc1F	-8	-2	3	4	-1	-1.7	2	35
C=CCNC1=C(Cl)C(=O)N(Cc2ccccc2)C1=O	-4	1	-37	-11	-5	-1.4	1	-9
CC(C)(C)CN1CCC(Oc2cccc(C(=O)NCCCOc3cccnc3)c2)CC1	-4	5	27	-7	0	1.5	0	-2
COc1ccccc1N1CCN(C(=O)c2cc(C(C)(C)C)oc2C)CC1	1	-2	18	3	-1	2.2	-4	-4
COc1ccc(CNC(=O)C(=O)NCCCn2ccnc2)cc1	1	-8	5	-2	-2	0.3	0	-10
COc1cccc(N2CC(O)=C(c3nc4ccccc4c(=O)[nH]3)C2=N)c1	-2	-21	-276	-4	14	3.3	-1	4
C=CCc1c(C)nc2c(C(=O)O)cnn2c1C	-17	-2	-96	-1	-3	-2.5	-1	-1
COc1ccccc1CN1CC(C(=O)N(C)CCc2nc3ccc(F)cc3[nH]2)CCC1=O (stereo not drawn)	2	-4	14	3	-13	-0.3	1	-3
O=C(NS(=O)(=O)c1ccc(Cl)cc1)c1ccccc1	-12	4	3	-43	-8	-0.8	0	-22
CN(C(=O)c1cccc(NC(=O)Cc2cccc(NC(=O)C3CCN(C(=O)C4CCCCC4)CC3)c2)c1)C1CC1	-2	-2	8	x	x	-0.1	-1	-23
Cc1ccccc1C(=O)NNC(=O)C12CC3CC(CC(C3)C1)C2	-10	-10	13	-4	9	0.1	-3	-3
CNC(=O)c1cccn1-c1ccsc1C(=O)OC	-1	-3	23	3	-7	0.1	0	-10
CCCc1cc(=O)oc2cc(C)c(CN3CCCC3)c(O)c12	9	9	-91	16	6	6.9	-8	19
COc1ccccc1C(=O)NCC(=O)NCCSc1ccc(Br)cc1	-3	-20	18	-14	-2	0.0	1	-8
O=C(CCNC(=O)c1ccc(Br)cc1)NCc1ccco1	-3	0	16	-20	2	-0.4	-2	8
CC[C@H](C)[C@H](NC(N)=O)C(=O)Nc1ccccc1F	0	-1	13	-24	-7	1.0	-1	-9
CC1CCN(C(=O)CSc2nc3c(c(=O)n(C)c(=O)n3C)n2C)CC1	-4	-6	-2	-7	7	-0.5	-2	-3
COc1ccc(OC)c(/C=N/NC(=O)c2ccc(N(C)S(=O)(=O)c3ccccc3)cc2)c1	-5	0	-394	-9	3	0.7	0	6
OCC1(CC2CCCCO2)CCN(Cc2nc3ccccc3[nH]2)CC1 (stereo not drawn)	-4	11	-151	-16	-6	-2.1	1	-15
COC(=O)CN(c1nc(C)cc(OC)n1)S(=O)(=O)c1ccc(C)cc1	-5	3	12	-13	-3	-1.7	-2	-3
Cc1cccc(-c2nnc(SCC3CNC(=O)O3)n2-c2ccc(Cl)cc2)c1 (stereo not drawn)	-3	-4	9	7	12	2.3	1	34
CCCn1nnc(NC(=S)NC(=O)/C=C/c2ccco2)n1	0	-8	18	-15	-9	2.2	0	-4
O=C(CSCc1ccc([N+](=O)[O-])cc1)Nc1cccc(C(=O)Nc2ccccc2C(=O)O)c1	4	-3	24	6	-3	1.9	11*	-17
Cc1cnnn1-c1ccc(C(=O)CCl)cc1	0	11	1	-11	-3	8.7	-2	21
COc1ccc(C(=S)N2CCOCC2)cc1OC(=O)c1cccc([N+](=O)[O-])c1	11	-1	21	-1	-1	0.3	1	-11
O=C(NCC(=O)N(c1ccc(F)cc1)C(C(=O)NC1CCCCC1)c1ccncc1)c1ccco1 (stereo not drawn)	-6	-1	13	-12	1	0.2	1	-5
CCn1cc(CNC(=O)c2ccc(Cl)c([N+](=O)[O-])c2)c(C)n1	-10	0	17	2	-7	2.1	1	-9

(list continues)
SMILES	HKDC1 inh	ATG4B inh	SENP8 inh	SENP6 inh	SENP7 inh	MPTP inh	NR3A LBD binder	PfGluPho inh
O=C(CSc1ccc(-c2ccco2)nn1)Nc1ccc(F)cc1F	-1	4	-4	-8	0	-0.3	-1	7
CCn1cc(C2N3CC4(C)CN2CC(C)(C3)C4=O)c2ccccc21 (stereo not drawn)	-4	-8	14	-16	14	-0.9	0	-15
COc1cccc(NC(=O)CN2C(=O)COc3ccc(S(=O)(=O)N4CCC(C)CC4)cc32)c1	-2	-4	4	3	-13	0.5	-8	14
Nc1nncn1C(=O)c1c(Cl)cccc1Cl	-1	-9	14	11	-8	-1.1	1	3
O=[N+]([O-])c1ccc(C[n+]2cccc3ccccc32)cc1	3	0	14	0	3	1.7	-1	4
CC1=CC(C)C(C(=O)O)C(C(=O)N2CCN(C)CC2)C1 (stereo not drawn)	11	-5	4	8	6	-0.7	3	15
CCn1ccnc1CN1CCN(CC=C(C)C)C(CCO)C1 (stereo not drawn)	-9	-13	26	-6	-8	-1.1	-4	-11
CC1CCCCN1S(=O)(=O)c1cccc2nonc12 (stereo not drawn)	1	6	2	10	-10	1.5	1	-16
O=S(=O)(c1ccc(OCC(O)CNC23CC4CC(CC(C4)C2)C3)c(Cl)c1)N1CCOCC1 (stereo not drawn)	-1	0	18	-1	-10	1.3	-2	16
Cc1ccc(NC(=O)CSc2nnc(CNC(=O)c3ccccc3F)o2)cc1	1	1	6	-3	11	-0.6	-1	1
NC(=O)C1(N2CCCC2)CCN(Cc2ccccc2)CC1	0	5	21	x	x	-1.5	0	-1
CN(C)CCNC(C(=O)Nc1cccc(C(F)(F)F)c1)c1ccccc1 (stereo not drawn)	-1	-2	4	3	1	0.3	2	10
COc1ccc(N(CC(=O)NCc2ccc(Cl)cc2)S(=O)(=O)c2c(C)nn(C)c2C)cc1	3	-6	8	5	-2	1.9	1	-5
COc1ccccc1NC(=O)CSc1nc(O)cc(=O)n1C	3	11	9	-6	0	-3.4	1	-7
CC(=O)Nc1ccc(Nc2cc(C)c3ccccc3n2)cc1	2	-10	-301	15	2	1.9	13*	5
Cc1ccccc1C(=O)NC(C)C(c1cccs1)N1CCOCC1 (stereo not drawn)	-6	-5	7	-6	-7	0.3	2	20
O=C1c2ccc(Br)cc2C(=O)N1c1ccc(Cl)cn1	-3	2	7	20	9	2.3	0	10
COc1ccc(N2CCN(C(=O)CSc3ccccc3)CC2)cc1	0	-9	15	-37	0	0.3	-1	-5
Cc1ccccc1-c1nc(S(=O)(=O)c2ccc(Cl)cc2)c(NCCN2CCOCC2)o1	0	-1	-16	-4	3	-0.9	-10	7
COc1ccc2c(CC(=O)NC3CCCc4ccccc43)coc2c1 (stereo not drawn)	-5	12	-41	-4	2	7.4	-1	-9
C=CCNC(=O)C(=O)NN=C1CCN(C)CC1	-9	-12	17	-14	3	-1.6	1	-9
Cc1cc(Cl)ccc1C(=O)C1CCCN(C(=O)CCn2cnnn2)C1 (stereo not drawn)	-9	-4	11	8	1	-1.8	0	-7
COc1cccc(-c2noc(C3CCCN(C(=O)CC(C)(C)C)C3)n2)c1 (stereo not drawn)	-7	-6	7	-3	10	2.9	-1	4
C[C@H](CO)N1C[C@H](C)[C@@H](CN(C)Cc2ccc(C(=O)O)cc2)Oc2ccc(NS(C)(=O)=O)cc2C1=O	0	3	-5	-26	-1	-0.4	-1	-1
CNC(=S)N/N=C/c1cn(CCOc2ccc(OC)cc2)c2ccccc12	-9	-12	-4	-22	0	2.2	-2	14
CC(=O)c1ccc(NC(=O)CSc2nc(C3CC3)nc3ccccc23)cc1	-6	-9	1	-17	-5	1.0	1	-3
CCC1(O)C(=O)OCc2c1cc1n(c2=O)Cc2cc3cc(O)ccc3nc2-1 (stereo not drawn)	12	-33	-238	x	x	-2.8	0	38
